# PI5P4K alpha inh = blocks human PI5P4K alpha kinase activity; PI5P4Kalpha enzyme, ADP-Glo luminescence, 60 min; active compounds read low; max response, %; hit rate 1.2% among 330,000; AID 652105; active = max response of -50% or lower; inconclusive = between -30% and -50%; inactive = -30% or higher; also: value at the top dose of about 77 µM; % is scaled to controls: 0 for no effect and ±100 for the full control effect
#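 Enzyme plus substrate dispensed, test compounds pinned in, then ATP (5 microM final) added. After 60 min at RT, ADP-Glo reagent 1 for 45 min and reagent 2 for 30 min preceded luminescence imaging.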
# GLP1R cytotox = cytotoxicity in counter-screen for GLP-1R inverse agonists; hit rate 0.13% among 410,000; HEK293 cAMP-luciferase reporter cells, luminescence, 24 h; Potency, µM (doses to about 38.3 µM), for inactives: top-dose activity change, negative = inhibition, usual class: inhibitors;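 also: loss of luciferase light is scored as toxicity; potency is read from the fitted curve at half-maximal effect; % is scaled to controls: 0 for no effect and ±100 for the full control effect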
#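 Quantitative HTS format, 1536 wells, 200 cells/uL seeded. Compounds: 23 nL, 24 h, 37 °C. Detection: luciferase reagent, luminescence at 12 min RT; decreased signal taken as cytotoxic.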
# DRD3 antagonist = antagonists of human D3 dopamine receptor. P35462. D3R cells, DiscoveRx beta-arrestin luminescence, antagonist mode; active compounds read low. max response, negative = inhibition, %. hit rate 2.5% among 360,000. AID 652054; in the data active = max response below about -50%; inconclusive = no clear call, values can overlap the other calls; also: % is scaled to controls: 0 for no effect and ±100 for the full control effect; mostly tested at two doses, the higher about 12 µM
#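 Cells expressing the human receptor were seeded at 1500 cells/well, incubated overnight at 37 degrees C in 5% CO2, then exposed to library compounds with dopamine controls for 90 minutes at 37 degrees C before luminescent detection.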
# GLP-1R agonist = activates the human GLP-1 receptor | HEK293 GLP-1R CRE-luciferase, luminescence, 4-6 h; cells express a hypersensitive GLP-1R form | P43220 | AID 624172 | Potency, µM (highest dose often 45.6 µM), for inactives: at the highest dose activation, actives largely listed as activators | hit rate 0.007% among 380,000; also: potency is read from the fitted curve at half-maximal effect; % of control where 0% means no effect
# Target sequence (P43220 whole entry, looked up): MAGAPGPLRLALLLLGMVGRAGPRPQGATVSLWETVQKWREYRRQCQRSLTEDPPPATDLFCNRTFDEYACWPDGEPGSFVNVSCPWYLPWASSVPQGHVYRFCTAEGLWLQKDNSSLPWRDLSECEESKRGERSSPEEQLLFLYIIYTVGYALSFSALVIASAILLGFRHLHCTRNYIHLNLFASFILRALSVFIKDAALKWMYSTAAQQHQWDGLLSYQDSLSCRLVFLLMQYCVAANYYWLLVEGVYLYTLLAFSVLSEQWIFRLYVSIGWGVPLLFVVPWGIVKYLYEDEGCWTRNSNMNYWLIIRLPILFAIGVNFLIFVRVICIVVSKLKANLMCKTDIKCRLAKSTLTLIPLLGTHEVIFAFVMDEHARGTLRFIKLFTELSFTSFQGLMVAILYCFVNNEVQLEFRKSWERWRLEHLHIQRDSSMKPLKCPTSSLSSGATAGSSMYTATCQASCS
# GLP-1R inv ag = GLP-1 receptor (human) inverse agonism; HEK293 GLP-1R CRE-luciferase, luminescence, 24 h; GLP-1R form is constitutively active; Potency, µM (highest dose often 38.3 µM), without a hit: at the highest dose activity change, negative = inhibition, actives largely listed as inhibitors; AID 624417; hit rate 1.6% among 410,000; P43220; also: potency is read from the fitted curve at half-maximal effect; % is scaled to controls: 0 for no effect and ±100 for the full control effect; nearly all actives have a fitted effect of over 55% in size
#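 HEK293 cells stably co-expressing a cAMP-responsive luciferase reporter and constitutively active GLP-1R were seeded, incubated 12 h, then exposed to compounds for 24 h at 37 C. Luminescence was read 12 min after detection reagent; inverse agonists lower signal.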
# PLK1 PBD inh = PLK1 (human) polo-box domain binding inhibition | hit rate 2.8% among 360,000 | P53350 | Plk1 PBD binding of FITC phosphopeptide, fluorescence polarization | Potency, µM, inactives show max response, negative = inhibition, usual class: inhibitors; also: potency is read from the fitted curve at half-maximal effect; series mostly up to about 57 µM; % is scaled to controls: 0 for no effect and ±100 for the full control effect; nearly all actives have a fitted effect of over 65% in size
# Target sequence (P53350 whole entry, looked up, the tested form may be a part): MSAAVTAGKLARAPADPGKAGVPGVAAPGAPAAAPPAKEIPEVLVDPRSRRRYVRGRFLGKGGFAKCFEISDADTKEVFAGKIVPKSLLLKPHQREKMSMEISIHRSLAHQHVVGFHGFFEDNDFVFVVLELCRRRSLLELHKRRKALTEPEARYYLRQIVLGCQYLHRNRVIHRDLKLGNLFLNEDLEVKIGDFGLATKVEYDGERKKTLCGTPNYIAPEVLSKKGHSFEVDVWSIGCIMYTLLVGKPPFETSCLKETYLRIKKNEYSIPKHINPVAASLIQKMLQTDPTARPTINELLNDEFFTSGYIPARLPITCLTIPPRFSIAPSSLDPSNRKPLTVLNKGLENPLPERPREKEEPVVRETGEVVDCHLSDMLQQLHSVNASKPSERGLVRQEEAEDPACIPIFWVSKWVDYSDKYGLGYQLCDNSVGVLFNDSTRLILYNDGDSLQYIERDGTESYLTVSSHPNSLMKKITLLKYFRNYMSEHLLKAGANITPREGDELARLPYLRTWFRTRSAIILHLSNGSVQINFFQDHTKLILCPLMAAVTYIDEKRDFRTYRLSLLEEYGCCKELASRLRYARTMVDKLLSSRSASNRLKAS
# DRD3 agonist = D3 dopamine receptor (human) agonism | P35462 | D3R DiscoveRx beta-arrestin cells, luminescence, 90 min | max activation, % | hit rate 0.58% among 410,000; in the data active = max activation above about 30%; also: 0% is about no effect; mostly tested at two doses, the higher about 12 µM
#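 Cells at 1500/well, incubated overnight, then treated with pinned compounds (dopamine as control) for 90 min at 37 degrees C. DiscoveRx reagent added for 30 - 60 minutes at room temperature; luminescence read.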
# IL2 activator = activates IL-2 in a cell-based reporter assay. IL-2 activation reporter assay, cell-based qHTS; stimulated with anti-CD3/CD4/CD28 beads; in transgenic mouse T cells. activation, % (series mostly up to about 46 µM). hit rate 0.065% among 360,000; in the data active = activation above about 50%; inconclusive = mostly about 30% to 49%; also: 0% is about no effect
#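 Unstimulated transgenic mouse T cells preincubated 60 min with compound, then stimulated with anti-CD3/anti-CD4-coated beads plus anti-CD28 for 18 h at 37 degrees C. IL-2 response read as EGFP and DsRed fluorescence by plate cytometry.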
# WRN helicase inh = inhibitors of human WRN helicase; Q14191; WRN helicase unwinding, fluorescent forked duplex, kinetic; Potency, µM (highest dose often 114 µM), inactives show at the highest dose activity change, negative = inhibition, most hits filed as inhibitors; hit rate 0.46% among 360,000; AID 651768; also: potency is read from the fitted curve at half-maximal effect; % is scaled to controls: 0 for no effect and ±100 for the full control effect; nearly all actives have a fitted effect of over 55% in size
#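 WRN at 20 nM final preincubated with compound 15 min at room temperature; reaction started with 100 nM fluorophore/quencher forked duplex oligonucleotide and 2 mM ATP final. Unwinding followed kinetically by red fluorescence (ex 525, em 598 nm).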
# Starred values were filed as active, the others as inactive; ? = inconclusive; · = no result given; [ ] = another dose, or the depositor's remark. Unless noted, calls follow the shape of the dose curve; as a rule, active = well fitted curve in the direction sought with a large enough effect; inconclusive = small, poorly fitted or top-dose-only effect, or another doubt; inactive = no such curve, though single readings can be large; an effect the other way counts as inactive or inconclusive.
# Screens in order: PI5P4K alpha inh	GLP1R cytotox	DRD3 antagonist	GLP-1R agonist	GLP-1R inv ag	PLK1 PBD inh	DRD3 agonist	IL2 activator	WRN helicase inh
CCCCNC(=O)C1(C)CCN1C(=O)c1cccnc1Oc1ccccc1 (stereo not drawn)
 : 0	5%	-2	-8%	12%	-10%	-5	1.3	-2%
CC(C)NC(=O)NC(=O)COC(=O)/C=C/c1ccccc1[N+](=O)[O-]
 : 2	13%	1	7%	31%[activator]	-9%	5	0.2	0%[57.1 µM]
Cc1ccc(C(=O)Nc2c(C)cc(-c3ccc(Cl)cc3)oc2=O)cc1
 : 11	19%	-2	7%	0%	-14%	1	-2.4	7%
O=C(CSc1nnc(-c2ccncc2)o1)Nc1nncs1
 : 3	3%	6	3%	9%	-3%	6	5.2	-8%
Cc1ccc(-c2nc3cccnc3o2)cc1NC(=O)COc1ccc(Cl)cc1C
 : ·	20%	12	-7%	3%	-7%	0	-1.5	0%
O=C(c1c(F)cccc1Cl)N(Cc1ccco1)C1CCS(=O)(=O)C1 (stereo not drawn)
 : 1	0%	13	-2%	4%	1%	3	-1.1	7%
CCOc1ccc(S(=O)(=O)Nc2cc(SCC(=O)O)c(O)c3ccccc23)cc1
 : ?	-6%	-51*	-3%	-23%	1.7µM*	-16	-0.5	79µM*
COc1ccc(C(=O)N2CCCC(C(N)=O)C2)cc1S(=O)(=O)N1CCOCC1 (stereo not drawn)
 : -4	4%	4	3%	19%	3%	5	0.4	-4%
COc1ccc(NC(=O)C2OCCc3ccccc32)c(OC)c1 (stereo not drawn)
 : 3	23%	-12	2%	-24%	-2%	-1	-2.4	-8%[57.1 µM]
Cc1ccc(-c2nnnn2-c2ccccc2C(=O)O)cc1
 : -2	13%	45	-6%	13%	-14%	3	0.6	-5%
Fc1cccc(Nc2ncnc3c2cnn3-c2ccccc2)c1
 : ·	-6%	0	3%	?	-4%	4	-3.3	-10%
CC1c2ccccc2N(S(=O)(=O)c2ccccc2)C1C (stereo not drawn)
 : 6	-12%	2	7%	?	0%	-13	0.9	-4%
CCOC(=O)C1CCN(CC(O)COCc2cccs2)CC1 (stereo not drawn)
 : 1	-4%	18	13%	9%	-13%	-1	-1.3	5%
O=c1c(-c2ccco2)[n+]([O-])c2ccccc2n1OCc1ccccc1F
 : ·	3%	-20	-10%	0%	?	-10	1.3	-7%
O=C(c1ccc2nccnc2c1)N1CCCC(N2CCN(c3ccc(F)cc3)CC2)C1 (stereo not drawn)
 : 9	-2%	6	-4%	?	-4%	-4	-0.1	-4%

# (listing goes on)
# Screens in order: PI5P4K alpha inh	GLP1R cytotox	DRD3 antagonist	GLP-1R agonist	GLP-1R inv ag	PLK1 PBD inh	DRD3 agonist	IL2 activator	WRN helicase inh
O=C(c1ccc(F)cc1)C1CCN(C(=O)NC2CCCCC2)CC1
 : 0	-6%	2	-1%	?	-7%	-5	0.1	2%
CCOc1cc(NC(=S)NCCCN2CCOCC2)c(OCC)cc1NC(=O)C1CCCCC1
 : 4	10%	-17	1%	13%	-3%	-6	0.3	0%
Cn1c(=O)oc2cc(S(=O)(=O)NC3CCN(Cc4ccccc4)CC3)ccc21
 : 1	3%	8	7%	-21%	-5%	-3	0.0	1%
N/C(=N\N=C\c1ccc([N+](=O)[O-])cc1)c1nonc1N
 : -2	-2%	-3	17%	16%	-2%	1	-0.2	0%
Cc1ccccc1OCC(=O)OC1CCN(C)CC1
 : -7	-1%	0	1%	-2%	-10%	-8	-0.1	-4%
Cc1cccc(C)c1NC(=O)C(c1ccccc1F)n1c(=O)c(-c2ccccc2)nc2ccccc21 (stereo not drawn)
 : 4	11%	-9	·	?	0%	-9	-1.0	-13%
Fc1ccc(-c2onc3ccc(C4OCCO4)cc23)cc1
 : 6	-7%	4	9%	2%	-12%	-1	0.1	5%
COC(=O)c1cccc(C(=O)Nc2cnc3ccccc3c2)n1
 : -7	-1%	11	3%	8%	-1%	7	0.5	-31%[57.1 µM]
CCC(NC(=O)c1cc(COc2ccc(F)c(F)c2)on1)c1ccncc1 (stereo not drawn)
 : 0	2%	14	-1%	?	9%	2	0.4	-2%
NC1=NC(=O)C2(COC(c3ccccc3Cl)OC2)S1 (stereo not drawn)
 : 2	-2%	-3	3%	-4%	-13%	-2	-1.2	-3%
CC(=O)N1CCOc2ccc(S(=O)(=O)N3CCCCC3)cc21
 : 0	4%	5	0%	1%	7%	-4	-0.5	1%[57.1 µM]
CCC(=O)Nc1cc(C)c(NC(=O)C23CC4CC(CC(C4)C2)C3)cn1
 : 2	1%	3	1%	1%	-9%	-3	-2.2	8%
Cc1ccc(S(=O)(=O)N2CCC(C(=O)Nc3ccc4c(c3)COC4=O)CC2)cc1
 : ·	7%	-65*	2%	0%	-6%	-1	-2.9	-8%
N#Cc1ccc(S(=O)(=O)NC2CCN(Cc3ccccc3)CC2)cc1
 : 1	-4%	7	8%	?	-7%	-1	0.1	1%
COc1cc(NC(=O)C2CCCN2S(=O)(=O)c2cccc3cccnc23)cc(OC)c1OC (stereo not drawn)
 : -1	9%	6	8%	5%	-5%	7	-1.6	-6%

# Compound profiles, from the list above. Order of screens: PI5P4K alpha inh | GLP1R cytotox | DRD3 antagonist | GLP-1R agonist | GLP-1R inv ag | PLK1 PBD inh | DRD3 agonist | IL2 activator | WRN helicase inh
# Cn1c(=O)oc2cc(S(=O)(=O)NC3CCN(Cc4ccccc4)CC3)ccc21 reads 1 | 3% | 8 | 7% | -21% | -5% | -3 | 0.0 | 1%
# Cc1ccccc1OCC(=O)OC1CCN(C)CC1 reads -7 | -1% | 0 | 1% | -2% | -10% | -8 | -0.1 | -4%
# COc1cc(NC(=O)C2CCCN2S(=O)(=O)c2cccc3cccnc23)cc(OC)c1OC (stereo not drawn) reads -1 | 9% | 6 | 8% | 5% | -5% | 7 | -1.6 | -6%
# CCOc1cc(NC(=S)NCCCN2CCOCC2)c(OCC)cc1NC(=O)C1CCCCC1 reads 4 | 10% | -17 | 1% | 13% | -3% | -6 | 0.3 | 0%

# Next part.
# Screens in order: PI5P4K alpha inh	GLP1R cytotox	DRD3 antagonist	GLP-1R agonist	GLP-1R inv ag	PLK1 PBD inh	DRD3 agonist	IL2 activator	WRN helicase inh
COc1ccccc1NC(=O)CCN1C(=O)/C(=C/c2cc(OC)c(OC)c(OC)c2)SC1=S
 : 2	-24%	12	2%	10%	-4%	3	-1.1	4%
CC(C)CCN1CCN(Cc2ccc(Oc3ncccn3)cc2)CC1CCO (stereo not drawn)
 : 5	38%[activator]	-8	1%	-13%	-11%	-6	1.8	10%
COc1ccc(OC)c(CN2CCN(CCCc3ccccc3)C(CCO)C2)c1 (stereo not drawn)
 : -1	1%	-87*	-5%	-29%	-5%	-26	-0.1	-3%
CC12CC3CC(C)(C1)CC(C(=O)NNC(=O)c1ccncc1)(C3)C2
 : -1	3%	-4	3%	10%	2%	-3	-1.7	10%
Cc1cccc(N(Cc2ccccc2)C(=O)CSC(C)C(=O)Nc2cc(C)on2)c1 (stereo not drawn)
 : -6	8%	12	0%	?	-7%	3	0.2	-15%
O=c1cc(N2CCCCC2)c(-c2ccccc2)nn1Cc1cccc(F)c1
 : 13	21%	0	12%	?	?	0	0.6	-10%
COc1ccc(NC2CC(=O)N(C(C)C)C2=O)cc1 (stereo not drawn)
 : ·	-9%	13	-1%	6%	-10%	5	1.5	1%
CCCCCCCN1C=CC(=O)CC1
 : 3	-23%	-3	-5%	15%	2%	12	0.1	8%
N/C(=N\OC(=O)c1ccc2ccccc2c1)c1ccc(Br)cc1
 : -4	-3%	10	-9%	4%	-4%	6	-0.9	7%
O=C(OCC(=O)N1CCCC1)c1ccc(NS(=O)(=O)c2cccs2)cc1O
 : 6	1%	0	0%	17%	1%	8	-1.2	2%
Clc1ccc(C2CC(c3cccs3)n3ncnc3N2)cc1 (stereo not drawn)
 : -2	4%	-3	14%	?	5%	-10	4.1	0%
O=C(CSc1ccccc1)NCC(c1ccco1)N1CCCCC1 (stereo not drawn)
 : 9	5%	-1	11%	?	?	-6	0.5	6%
O=C(Nc1cccc(Cl)c1)N1CCCCCC1
 : 9	0%	12	1%	-7%	12%	-2	-0.9	-5%
CCN(CC)S(=O)(=O)c1ccc2oc(C(=O)N3CCc4ccccc4C3)c(C)c2c1
 : -6	-20%	-5	-2%	?	0%	-17	-1.0	5%
O=C(N/N=C\c1cc([N+](=O)[O-])ccc1N1CCCC1)c1ccccn1
 : 2	?	?	5%	3%	-9%	-11	-2.1	1%

# Grouped by structure: those above containing a COOH group
# Screens in order: PI5P4K alpha inh	GLP1R cytotox	DRD3 antagonist	GLP-1R agonist	GLP-1R inv ag	PLK1 PBD inh	DRD3 agonist	IL2 activator	WRN helicase inh
CCOc1ccc(S(=O)(=O)Nc2cc(SCC(=O)O)c(O)c3ccccc23)cc1
 : ?	-6%	-51*	-3%	-23%	1.7µM*	-16	-0.5	79µM*
Cc1ccc(-c2nnnn2-c2ccccc2C(=O)O)cc1
 : -2	13%	45	-6%	13%	-14%	3	0.6	-5%

# Next part.
# Screens in order: PI5P4K alpha inh	GLP1R cytotox	DRD3 antagonist	GLP-1R agonist	GLP-1R inv ag	PLK1 PBD inh	DRD3 agonist	IL2 activator	WRN helicase inh
CN(C(=O)CSc1nnc(-c2ccco2)n1Cc1ccccc1)C1CCS(=O)(=O)C1 (stereo not drawn)
 : 2	-3%	13	-5%	11%	-4%	-3	-0.2	4%
S=C1NCc2cncnc2N1
 : 0	4%	8	-4%	25%	4%	1	-0.2	4%[57.1 µM]
Cc1snc(S(=O)(=O)/C(C#N)=N/Nc2ccc(C(F)(F)F)cc2)c1C#N
 : -21	?	-91*	-10%	?	?	-2	-0.2	-16%
CN(C(=O)COC(=O)c1cc([N+](=O)[O-])ccc1N1CCCC1)C1CCS(=O)(=O)C1 (stereo not drawn)
 : 9	-1%	-20	4%	29%	-14%	-8	1.7	0%
O=C(COc1ccccc1F)OCC(=O)c1ccc([N+](=O)[O-])cc1
 : -21	5%	-9	-31%	9%	-27%	-10	-0.1	?

# Screening results as filed in PubChem.
